# Screening results from PubChem.
# TSHR antagonist – human thyrotropin receptor antagonism. 0.2% of 330,000 active. activity change, negative = inhibition, % at 11.5 µM. AID 504810. TSHR-expressing cells, TSH-stimulated cAMP HTRF, 2 h; stronger effect = lower value. P16473;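 active = activity change below a set negative limit, meaning inhibition stronger than a set level, cut at about -70% in these data; inconclusive = activity change between two set negative limits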; note: % is set by controls: 0 for no effect and ±100 for the full control effect
#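 TSHR-expressing cells were treated with compounds, then stimulated with TSH at EC80 (4nM final) for 2 hours at 37 deg C. Cellular cAMP was measured by HTRF competition between lysate cAMP and cAMP-d2 for a cryptate-labelled anti-cAMP antibody.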
# TCR activator – activators of T cell receptors; 330,000 tested, under 10 active; Potency, µM (doses to about 9.22 µM), for the others: at the highest dose activation of IL-2 secretion, actives largely listed as activators; AID 504894; primary human leukocytes, anti-CD3, IL-2 HTRF, 48 h; note: % of control where 0% means no effect
#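 IL-2 release read by HTRF sandwich (Eu cryptate donor, d2 acceptor, 665 nm emission) after 48 hr exposure of primary human leukocytes to compound together with anti-CD3 beads in the absence of co-stimulatory signals.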
# TSG101-PTAP inh – blocks PTAP/TSG101 interaction to inhibit HIV-1 budding; Q99816; Fluorescence polarization, FITC-PTAP peptide / Tsg101 binding; Potency, µM (doses to about 115 µM), for the others: at the highest dose activity change, negative = inhibition, hits mostly inhibitors; 340,000 tested, under 10 active; active = well fitted inhibition curve with a large enough effect in the main read-out, with a control signal flat, not every such curve was filed as active; inconclusive = small, poorly fitted or top-dose-only effect, or effect the other way, or a change in a side signal; inactive = no such curve, though single readings can be large or run the other way; note: potency is the fitted concentration of half-maximal effect; % of control where 0% means no effect
# Target sequence (Q99816 whole entry, looked up): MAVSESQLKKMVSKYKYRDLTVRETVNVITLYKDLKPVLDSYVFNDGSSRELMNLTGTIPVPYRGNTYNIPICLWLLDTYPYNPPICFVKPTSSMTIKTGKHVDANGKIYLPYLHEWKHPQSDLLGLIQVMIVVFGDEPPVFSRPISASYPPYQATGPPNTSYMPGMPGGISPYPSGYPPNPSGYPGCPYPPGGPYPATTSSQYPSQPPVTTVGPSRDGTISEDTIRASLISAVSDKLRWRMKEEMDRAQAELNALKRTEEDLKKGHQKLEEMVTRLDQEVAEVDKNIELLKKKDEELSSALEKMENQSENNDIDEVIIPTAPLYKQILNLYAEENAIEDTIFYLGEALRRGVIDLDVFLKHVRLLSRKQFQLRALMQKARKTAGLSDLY
#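 Tsg101 binding domain (10 uM final) was mixed with compound and a FITC-labeled PTAP peptide (50 nM final) in HEPES pH 7.5 buffer with NaCl, Tween 20, EDTA and TCEP; fluorescence polarization was read after 20 min at r.t.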
# Mito fusion act – blocks mitochondrial division or promotes mitochondrial fusion; 0.23% of 320,000 active; Potency, µM (doses to about 46.1 µM), for the others: at the top dose growth rescue (activation), most hits filed as activators; S. cerevisiae fusion-defective mutant growth rescue, CellTiterGlo 48 h;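 note: potency is the fitted concentration of half-maximal effect; % of control where 0% means no effect; nearly all actives have a fitted effect of over 45% in size; temperature-sensitive fusion mutants such as fzo1-1 at 37 °C on non-fermentable ethanol glycerol medium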
#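 Temperature-sensitive fusion-defective S. cerevisiae (e.g. fzo1-1, mgm1-5) were grown with compound in YPEG medium (3% ethanol, 3% glycerol) for 48 hours at 37C. Growth rescue was measured as viability by CellTiterGlo luminescence after 10 minutes at ambient.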
# A-T KAP1 phos – potential ataxia-telangiectasia treatment; 0.19% of 320,000 active; Potency, µM (doses to about 57.5 µM), for inactives: top-dose activation, actives largely listed as activators; […] A-T fibroblasts, KAP-1 phosphorylation AlphaLISA; neocarzinostatin DNA damage 30 min before lysis; note: potency is the fitted concentration of half-maximal effect; % of control where 0% means no effect; nearly all actives have a fitted effect of over 45% in size
#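 hTERT-immortalized A-T patient fibroblasts ([…]), 500 cells/well in OPTI-MEM, 1% FBS, got compounds for 60 min, then NCS for 30 min at 37C. Lysates were then assayed for phospho-KAP-1 by AlphaLISA (anti-pKAP1 donor, anti-KAP1 acceptor beads), 6 hr at 25C.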
# Menin MLL FP TR – inhibitors of human menin-MLL interaction, mutant MLL peptide | O00255 | Menin + Texas Red MLL mutant peptide, fluorescence polarization | Potency, µM (top dose mostly 61.6 µM), without a hit: at the highest dose FP activity change, negative = inhibition, hits mostly inhibitors | 0.23% of 270,000 active | AID 1768; active = well fitted inhibition curve with a large enough effect in the polarisation, with a control signal flat, not every such curve was filed as active; inconclusive = small, poorly fitted or top-dose-only effect, or effect the other way, or a change in a side signal; inactive = no such curve, though single readings can be large or run the other way; the % refers to the polarisation; note: potency is the fitted concentration of half-maximal effect; % of control where 0% means no effect; many of its hits are not listed in these tables
# S-ASM inh – human S-ASM enzyme inhibition | 0.006% of 340,000 active | placental ASM, HMU-PC fluorogenic substrate, 60 min | P17405 | Potency, µM (highest dose often 57.5 µM), inactives show at the top dose activity change, negative = inhibition, most hits filed as inhibitors; note: potency is the fitted concentration of half-maximal effect
#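 Fluorogenic HMU-PC substrate (9 uM final) is turned over by placental ASM in 60 min at 37 C after a 10 min compound preincubation. Reaction ended by alkaline stop (pH 10), with fluorescence read at 386/447 nm.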
# MLL CXXC-DNA inh – inhibitors of human MLL CXXC domain-DNA interaction. Q03164. MLL-CXXC / FITC-HOXA9 DNA fluorescence polarization. Potency, µM (highest dose often 115 µM), for the others: at the highest dose activity change, negative = inhibition, most hits filed as inhibitors. 0.037% of 290,000 active; active = well fitted inhibition curve with a large enough effect in the polarisation, with a control signal flat, not every such curve was filed as active; inconclusive = small, poorly fitted or top-dose-only effect, or effect the other way, or a change in a side signal; inactive = no such curve, though single readings can be large or run the other way; the % refers to the polarisation; note: potency is the fitted concentration of half-maximal effect
#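 Purified MLL-CXXC (added from a 7 uM solution) was preincubated 5 min at ambient with pinned compounds in 50 mM Tris-HCl pH 7.5, 50 mM NaCl, 1 mM DTT, 0.05% BSA. Fluorescein-labeled HOX-A9 DNA (50 nM solution) followed, 30 min, then polarization read.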
# MBNL1-CUG inh – blocks human MBNL1 binding to CUG repeat RNA; TR-FRET MBNL1-His/biotin-(CUG)12 binding, 665/545 ratio; Potency, µM (highest dose often 57.5 µM), for the others: at the top dose activity change, negative = inhibition, hits mostly inhibitors; Q9NR56; 0.036% of 280,000 active; AID 2675; active = well fitted inhibition curve with a large enough effect in the signal ratio, with a control signal flat, not every such curve was filed as active; inconclusive = small, poorly fitted or top-dose-only effect, or effect the other way, or a change in a side signal; inactive = no such curve, though single readings can be large or run the other way; the % refers to the signal ratio; note: potency is the fitted concentration of half-maximal effect; % is set by controls: 0 for no effect and ±100 for the full control effect
# Target sequence (Q9NR56 whole entry, looked up): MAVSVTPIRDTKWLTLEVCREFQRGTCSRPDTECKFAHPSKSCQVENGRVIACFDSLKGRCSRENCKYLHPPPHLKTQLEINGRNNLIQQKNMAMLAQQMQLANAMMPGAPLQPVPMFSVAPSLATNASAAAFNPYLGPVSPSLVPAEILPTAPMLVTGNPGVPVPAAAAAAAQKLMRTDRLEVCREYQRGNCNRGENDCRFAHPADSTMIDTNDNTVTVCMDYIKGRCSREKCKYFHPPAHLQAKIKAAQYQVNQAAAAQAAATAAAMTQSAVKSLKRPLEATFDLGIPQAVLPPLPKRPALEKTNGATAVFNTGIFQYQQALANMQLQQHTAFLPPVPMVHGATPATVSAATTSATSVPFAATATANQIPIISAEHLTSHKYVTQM
#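 Ratiometric TR-FRET (665 over 545 nm, excitation 340 nm) tracks disruption of MBNL1-His/biotin-(CUG)12 complex after 60 min at room temperature, with compounds at 92 nM to 58 uM final.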
# Integrin act MD – activators of alpha7 integrin expression for muscular dystrophy | alpha7betagal myoblasts, beta-gal FDG fluorescence, 48 h | Potency, µM (doses to about 38.3 µM), inactives show at the highest dose activation, actives largely listed as activators | 0.064% of 350,000 active | AID 624291;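 note: potency is the fitted concentration of half-maximal effect; 100% = response of the positive control SU9516; nearly all actives have a fitted effect of over 60% in size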
#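 Alpha7betagal+/- myoblasts (passage 13) were plated 16-24 hr, then exposed to compounds (1:260 dilution of DMSO stock) for 48 hours at 37C. After MPER lysis, β-galactosidase reporter activity was read as FDG fluorescence (ex 480/em 540) after 30 minutes.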
# * hit, by the source's call; ? = inconclusive; nt = no result given; [ ] = another dose, or the depositor's remark. Unless noted, calls come from the whole dose curve; as a rule, active = well fitted curve in the direction sought with a large enough effect; inconclusive = small, poorly fitted or top-dose-only effect, or another doubt; inactive = no such curve, though single readings can be large; an effect the other way counts as inactive or inconclusive.
Molecule	TCR activator	A-T KAP1 phos	TSHR antagonist	MLL CXXC-DNA inh	Mito fusion act	Integrin act MD	Menin MLL FP TR	MBNL1-CUG inh	TSG101-PTAP inh	S-ASM inh
NC(=O)NC(CC(=O)NCc1ccc2c(c1)OCO2)c1ccccc1Cl (centres undefined)	5%	-2%	-12	-6%	-10%	-6%	?	-6%	1%	4%[11.5 µM]
Cc1ccc2oc(-c3ccc(C)c(NC(=O)Cc4cccs4)c3)nc2c1	2%	7%	14	14%	-3%	1%	0%	0%	-1%	1%
COc1cc(-c2nc(-c3cccc(C(F)(F)F)c3)no2)cc(OC)c1OC	0%	11%	-27	9%	2%	6%	8%	2%	-4%	-4%
Cc1ccc(S(=O)(=O)Nc2c(C)[nH]c(=O)[nH]c2=O)cc1C	0%[46.1 µM]	3%	-5	5%	0%	24%	3%	-5%	0%	4%
Cc1cc(C(=O)Nc2ccccc2C(=O)O)ccc1NC(=O)COc1ccccc1Cl	1%	6%	2	-1%	0%	-11%	nt	-2%	-3%	nt
Cn1c(=O)c2c(nc(N3CCC(C(N)=O)CC3)n2CCSc2nc3ccccc3s2)n(C)c1=O	-3%	3%	-4	-2%	2%	?	?	0%	-4%	2%
CCOC(=O)C(Cc1c[nH]c2ccccc12)NC(=O)CNC(C)=O (centres undefined)	-4%	-2%	10	4%	0%	-5%	1%	-21%	-2%	7%
O=C(Cc1cccs1)Nc1cccc(C(=O)Nc2ccco2)c1	1%	-4%	-1	-1%	-1%	-9%	14%	-9%	-5%	2%
CN(C)c1oc(-c2ccco2)nc1S(=O)(=O)c1ccc(Br)cc1	7%	-15%	12	nt	1%	4%	nt	nt	0%	2%
CCOC(=O)C1CCN(C(=O)Nc2ccc(OC)c(OC)c2)CC1	-1%	-6%	-1	-4%	-4%	-17%	19%	-4%	-2%	5%
Cc1cccc(NC(=O)/C(C#N)=C/c2ccccc2O)n1	-7%	0%	11	6%	-2%	29%	18%	?	0%	1%
CCn1c(SCC(=O)NCC2CCCO2)nc2c([nH]c3ccccc32)c1=O (centres undefined)	-5%	3%	17	7%	-2%	19%	-12%	6%	-3%	4%
COc1cccc(NC(=O)COC(=O)CC2CC3CCC2C3)c1 (centres undefined)	-1%	3%	3	nt	nt	16%	nt	nt	-3%	3%
O=P(COCCOCP(=O)(c1ccccc1)c1ccccc1)(c1ccccc1)c1ccccc1	3%	nt	-4	6%	1%	22%	-5%	-2%	-5%	1%
Cc1cc(=O)oc(C)c1C(=O)Nc1ccc(N(C)C)cc1	2%	14%	-4	6%	9%	?	nt	4%	-2%	1%
Cc1ccccc1NC(=O)C1CCN(c2cnccn2)CC1	5%[46.1 µM]	2%	2	0%	-2%	-25%	-1%	11%	-4%	19%
Nc1nnc(-c2ccco2)s1	-3%	-6%	18	-1%	-1%	17%	26%	15%	-4%	-2%
Cc1ccc2cc(CN(CC3CCCO3)S(=O)(=O)c3ccc4c(c3)OCCO4)c(=O)[nH]c2c1C (centres undefined)	-7%	nt	nt	nt	nt	-5%	nt	nt	-5%	-3%
O=C(NNC(=O)c1ccccc1Br)c1cccs1	4%	3%	14	7%	4%	-9%	-2%	-5%	0%	4%
COc1ccc(Cc2nnc(SCc3c(C)noc3C)n2C2CCCCC2)cc1OC	6%	14%	-4	3%	1%	4%	-3%	-8%	2%	-2%

# Laid out differently: entries from further up.
> Cc1cccc(NC(=O)/C(C#N)=C/c2ccccc2O)n1
  TCR activator = -7%; A-T KAP1 phos = 0%; TSHR antagonist = 11; MLL CXXC-DNA inh = 6%; Mito fusion act = -2%; Integrin act MD = 29%; Menin MLL FP TR = 18%; MBNL1-CUG inh = ?; TSG101-PTAP inh = 0%; S-ASM inh = 1%

> CCn1c(SCC(=O)NCC2CCCO2)nc2c([nH]c3ccccc32)c1=O (centres undefined)
  TCR activator = -5%; A-T KAP1 phos = 3%; TSHR antagonist = 17; MLL CXXC-DNA inh = 7%; Mito fusion act = -2%; Integrin act MD = 19%; Menin MLL FP TR = -12%; MBNL1-CUG inh = 6%; TSG101-PTAP inh = -3%; S-ASM inh = 4%

> COc1cccc(NC(=O)COC(=O)CC2CC3CCC2C3)c1 (centres undefined)
  TCR activator = -1%; A-T KAP1 phos = 3%; TSHR antagonist = 3; MLL CXXC-DNA inh = nt; Mito fusion act = nt; Integrin act MD = 16%; Menin MLL FP TR = nt; MBNL1-CUG inh = nt; TSG101-PTAP inh = -3%; S-ASM inh = 3%

# Remaining list, next part.
Molecule	TCR activator	A-T KAP1 phos	TSHR antagonist	MLL CXXC-DNA inh	Mito fusion act	Integrin act MD	Menin MLL FP TR	MBNL1-CUG inh	TSG101-PTAP inh	S-ASM inh
CCOC(=O)C(C)/C(C)=N\Nc1ccc([N+](=O)[O-])cc1[N+](=O)[O-] (centres undefined)	8%	-8%	-14	-7%	-7%	-35%	10%	?	0%	-11%
COc1ccc(OCCN2CCN(S(=O)(=O)c3ccccc3C(F)(F)F)CC2)cc1	-4%	-1%	-12	nt	9%	-36%	nt	nt	-4%	-2%
CC(=O)c1cccc(NC(=O)c2ccc3c(c2)CCCC3)c1	0%	1%	-131*	2%	?	-44%	1%	2%	4%	-2%
Cc1cc(S(=O)(=O)N2CCC3(CC2)OCCN3S(=O)(=O)c2cccs2)ccc1F	-15%	5%	-1	nt	20%	-30%	nt	nt	-2%	1%
COc1cc(CO)ccc1Oc1nc2ccccc2n2cnnc12	2%	4%	8	?	-3%	-19%	nt	0%	0%	6%
COC(=O)[C@@]1(Cc2ccccc2)[C@H]2C(=O)N(C)C(=O)[C@H]2[C@H]2CN=C(SC)N21	-1%[46.1 µM]	13%	2	nt	nt	5%	nt	nt	-4%	5%
Cc1cccc(NC(=O)CNC(=O)N2CC(=O)Nc3ccccc32)c1C	4%	7%	4	1%	-11%	?	1%	-4%	-11%	3%
O=C(c1nnsc1S(=O)(=O)c1ccc(Cl)cc1)N1CCOCC1	10%	-3%	34	?	-38%[inhibitor]	-69%[inhibitor]	-2%	0%	0%	0%
CC(C)(C)NC(=O)C(c1ccccc1)N(Cc1cccs1)C(=O)c1csnn1 (centres undefined)	1%[46.1 µM]	nt	19	8%	4%	-3%	10%	?	-2%	-1%
CCc1noc(C)c1C(=O)Nc1cc(S(=O)(=O)N2CCCCC2)ccc1N(C)C	0%	3%	-10	nt	-1%	-2%	nt	nt	1%	2%
Cc1cc(=O)oc2cc(OCC(=O)NC(Cc3c[nH]c4ccc(O)cc34)C(=O)O)c(Cl)cc12 (centres undefined)	-3%	-3%	-3	-16%	1%	19%	-25%	-3%	-2%	1%
Cc1cccc(NC(=O)CN2CCSc3ccccc32)c1	8%	17%	8	6%	3%	?	19%	-4%	-3%	3%
CCCc1cc(=O)oc2cc(OC(C)C(=O)NCc3ccccn3)c(Cl)cc12 (centres undefined)	-1%	11%	4	4%	9%	-12%	nt	-3%	-1%	4%
Cc1cccc(N2CCN(S(=O)(=O)c3ccc4c(c3)NC(=O)CO4)CC2)c1C	4%	2%	-3	0%	5%	0%	nt	-1%	-3%	-14%
O=C(O)c1nccnc1C(=O)Nc1ccc(S(=O)(=O)N2CCOCC2)cc1	2%	3%	2	0%	-3%	6%	nt	7%	-6%	0%
CC1CCN(c2nnc(NC(=O)Cn3c(=O)oc4ccccc43)s2)CC1	0%	-1%	11	-4%	1%	4%	1%	-11%	-2%	-1%
CCCC(=O)NCCSC	-2%	-8%	16	-3%	-3%	29%	-2%	-3%	-6%	0%
CC1CC(C)CN(C(=O)CCS(=O)(=O)c2ccc3c(c2)NC(=O)CS3)C1 (centres undefined)	-2%	11%	2	3%	4%	-46%	nt	-2%	-4%	0%
Cc1ccc(N(CC(=O)NC2CCCC2)C(=O)c2nsc(Cl)c2Cl)cc1	0%	6%	-20	-8%	7%	0%	?	4%	-1%	2%
Cn1c(NC(=O)c2cccnc2)nc2ccccc21	-1%	6%	25	18%	2%	34%	8%	-16%	-7%	1%
Cc1c(NC(=O)/C(C#N)=C/c2ccc(-c3ccc(Cl)cc3)o2)c(=O)n(-c2ccccc2)n1C	-11%[46.1 µM]	-7%	-6	-7%	23%	-24%	0%	?	-8%	-19%

# Not all compounds are listed. The share of hits here may be higher or lower than overall.
